Bioassay records from PubChem BioAssay.
CHO parental Ca = signal in parental CHO cells, OX1R antagonist counter-screen | parental CHO-K1, ATP-induced calcium, Fluo-8 fluorescence | inhibition, % at 5.6 µM | actives 0.63% (n = 330,000) | AID 463079;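 active = inhibition above that plate's mean sample inhibition plus 3 SD, cut at about 26% in these data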;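 note: 0% = ATP-challenged DMSO wells and 100% = DMSO wells without ATP; some compounds past the cut are filed as inactive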
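test system = CHO parental line | reagent = ATP stimulus | measured by = intracellular calcium via Fluo-8 no-wash fluorescent dye | control set = ATP and no-ATP DMSO wells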
TAAR1 antagonist = antagonists of human TAAR1 | CHO RD-HGA16 TAAR1, Fluo-8 calcium fluorescence, antagonist | actives 1.5% (n = 360,000) | Q96RJ0 | inhibition, % at 3 µM;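 active = inhibition above a per-plate cutoff, the mean inhibition of test compounds on that plate plus 3 SD, cut at about 49% in these data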;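 note: 0% = DMSO plus EC80 beta-PEA response and 100% = DMSO alone without agonist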
Target sequence (Q96RJ0 whole entry, looked up): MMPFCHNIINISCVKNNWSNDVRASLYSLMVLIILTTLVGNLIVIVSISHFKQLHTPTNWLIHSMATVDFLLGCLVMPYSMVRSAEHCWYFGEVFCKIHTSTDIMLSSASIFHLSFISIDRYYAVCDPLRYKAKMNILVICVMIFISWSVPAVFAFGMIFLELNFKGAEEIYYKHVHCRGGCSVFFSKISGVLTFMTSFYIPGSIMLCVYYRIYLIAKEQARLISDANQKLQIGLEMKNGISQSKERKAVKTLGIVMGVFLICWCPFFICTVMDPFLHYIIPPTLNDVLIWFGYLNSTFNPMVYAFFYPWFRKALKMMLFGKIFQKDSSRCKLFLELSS
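Material: RD-HGA16 CHO cells with stable hTAAR1 and Gα16; Dosing: single nominal final test compound concentration of 3 µM; Schedule: seeding 17-24 h prior, 75-min 37 °C, 30-min RT dye loading; Detection: kinetic Fluo-8 calcium fluorescence measurement; Measure: % inhibition from peak post-agonist over basal fluorescence ratio; Benchmarks: vehicle and agonist controls.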
V1aR counter = counter-screen for oxytocin receptor agonists: human V1a receptor agonists | P37288 | AID 2797 | CHO-V1R cells, Fluo-8 calcium fluorescence, agonist mode; 0% DMSO, 100% 3 nM vasopressin | actives 0.25% (n = 320,000) | activation, % at 3 µM;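 active = activation above the mean activation of all tested compounds plus 3 SD, per screening run, cut at about 20% in these data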;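 note: signal is peak over basal fluorescence ratio across a 100 second FLIPR read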
Target sequence (P37288 whole entry, looked up): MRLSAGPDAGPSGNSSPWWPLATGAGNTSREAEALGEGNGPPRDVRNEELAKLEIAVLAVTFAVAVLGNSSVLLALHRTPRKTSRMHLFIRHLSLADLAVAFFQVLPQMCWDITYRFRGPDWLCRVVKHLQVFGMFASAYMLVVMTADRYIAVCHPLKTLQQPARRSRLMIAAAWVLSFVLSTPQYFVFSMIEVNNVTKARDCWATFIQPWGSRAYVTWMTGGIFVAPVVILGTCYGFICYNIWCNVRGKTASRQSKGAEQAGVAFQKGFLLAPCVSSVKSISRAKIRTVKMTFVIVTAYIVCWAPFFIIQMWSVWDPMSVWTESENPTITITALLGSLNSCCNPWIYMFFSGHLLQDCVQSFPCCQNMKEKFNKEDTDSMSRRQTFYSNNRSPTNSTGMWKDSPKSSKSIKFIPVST
CHRM1 antagonist = antagonists of human M1 muscarinic receptor; P11229; CHO-K1 hM1, Fluo-8 calcium fluorescence, ACh EC80 antagonist; inhibition, % at 3 µM; actives 1.3% (n = 360,000);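 active = percent inhibition above its own plate's cutoff, namely the mean of that plate's compound wells plus 3 SD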;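 note: peak over basal fluorescence ratio during 140 s after agonist addition; 0% = ACh EC80 plus DMSO and 100% = DMSO alone without agonist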
CHRM1 agonist = human M1 muscarinic receptor agonism; actives 0.33% (n = 360,000); CHO-K1 hM1, Fluo-8 calcium fluorescence, agonist mode; 0% DMSO, 100% acetylcholine EC100; activation, % at 3 µM; AID 588814; P11229;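 active = activation above the run's mean compound activation plus 3 SD, cut at about 16% in these data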;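 note: peak over basal fluorescence ratio within a 140 s kinetic read after compound addition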
TAAR1 ag = human TAAR1 agonism; Q96RJ0; CHO RD-HGA16 TAAR1, Fluo-8 calcium fluorescence; vehicle wells 0%, saturating PEA agonist 100%; activation, % at 3 µM; actives 0.99% (n = 360,000);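 active = activation above the mean activation of all test compounds in the run plus 3 SD, cut at about 38% in these data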
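test system = CHO RD-HGA16 cells carrying human TAAR1 plus Gα16 | schedule = 17-24 h seeding, 75 min 37 °C dye, 30 min RT | compound dosing = 3 µM single concentration | control set = DMSO and PEA EC100 | replicates = n 1 | signal = Fluo-8 fluorescence, 5 s baseline then 140 s kinetic read | measure = percent activation vs PEA EC100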
M1 PAM = positive allosteric modulators of human M1 muscarinic receptor. P11229. CHO-K1 hM1, Fluo-8 calcium fluorescence, ACh EC20; 0% = ACh EC20, 100% = maximal ACh. activation, % at 3 µM. actives 0.088% (n = 360,000). AID 588819; in the data active = activation above about 19%, passing the limit was not always enough
OXTR potentiate = potentiators of human oxytocin receptor; CHO-OTR cells, Fluo-8 calcium fluorescence, potentiator mode; 0% = oxytocin EC15, 100% = EC100; P30559; actives 0.061% (n = 320,000); activation, % at 3 µM; AID 2445;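 active = activation above that plate's cutoff, the mean activation of tested compounds plus 3 SD, cut at about 6.6% in these data, passing the limit was not always enough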;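 note: 100% uses oxytocin at 75 nM as the full agonist control; some results filed as inactive read as strong as hits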
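test system = CHO-OTR cells, human receptor | compound = single-point 3.0 µM | schedule = 6 min compound pre-incubation at room temperature, 100 s kinetic read | signal = Fluo-8 no-wash calcium dye fluorescence, excitation 470-495 nm, emission 515-575 nm | repeats = single well per compound, singlicate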
OXTR agonist = activates the human oxytocin receptor; activation, % at 3 µM; CHO-OTR cells, Fluo-8 calcium fluorescence; normalized: DMSO 0%, oxytocin 100%; actives 0.32% (n = 320,000); P30559;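 active = activation above the mean of all tested compounds plus 3 SD, cutoff set per screening run, cut at about 20% in these data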;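 note: peak over basal fluorescence ratio from a 100 s FLIPR kinetic read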
An asterisk follows results filed as active; . = not tested or not shown. Compounds as they come. Share with any hit: about 3.7%.

#	SMILES	CHO parental Ca	TAAR1 antagonist	OXTR agonist	M1 PAM	CHRM1 agonist	V1aR counter	CHRM1 antagonist	TAAR1 ag	OXTR potentiate
1	O=C(O)/C(=C\c1cccs1)c1ccc(F)cc1	-4	-29	0.7	3	-3	0.2	-1	0	5
2	COC(=O)C(C)N(c1ccc(OC)cc1)S(C)(=O)=O (configuration not stated)	3	18	0.4	2	-6	-0.6	-4	2	-4
3	O=C(COC(=O)C1=NN(c2ccccc2)C(=O)CC1)Nc1ccc([N+](=O)[O-])cc1C(F)(F)F	-8	-10	2.1	9	-4	0.9	-13	7	2
4	CCC(C)NCCOCCOc1ccc(Cl)c2ccccc12 (configuration not stated)	-1	19	14	-6	1	2.3	23	25	-20
5	O=C(CN1C(=O)NC2(CCOc3ccccc32)C1=O)c1ccc(Cl)cc1 (configuration not stated)	-10	5	0.5	3	-4	1.1	-2	5	-13
6	O=C(O)C1OC(C(=O)O)C2C1C(F)(F)C2(F)F (configuration not stated)	-6	2	-0.2	4	-2	0.6	-5	11	-4
7	N/C(=N\OC(=O)/C=C/c1ccccc1)c1ccc(Cl)cc1	3	-16	-1.1	12	-3	-1.1	-17	-1	-2
8	O=C(O)c1cccnc1Cl	-2	-3	-0.2	8	-4	0.7	1	13	-8
9	C/C(N)=C(/C#N)C(=O)COC(=O)CNS(=O)(=O)c1ccc(C)cc1	3	1	2.3	8	-6	-0.4	-12	0	4
10	COc1ccc(C(=O)NCC(=O)OCn2nnc3ccccc3c2=O)cc1OC	-4	.	0.1	.	.	0.1	.	.	-3
11	Cc1ccc2c(c1)CCCN2C(=O)NC1CCCCC1	-8	3	-1.8	-5	-10	-0.2	-6	2	-13
12	N#Cc1ccccc1NC(=O)COC(=O)CSc1nc2ccccc2o1	-10	-13	0.6	0	-3	-1.0	0	15	2
13	O=C(O)CCN=C1CCc2ccccc2N1	-5	.	-0.8	.	.	1.2	.	.	-5
14	CCCC(=O)N/N=C1\CS(=O)(=O)N(C)c2ccsc21	-20	14	-1.1	-3	-3	-0.6	4	0	-8
15	COc1ccc(C(CC(=O)O)NC(=O)c2ccco2)cc1 (configuration not stated)	5	1	0.9	-5	-1	0.4	2	7	-8
16	O=C1CC(c2ccccc2)=NN1c1nc(-c2ccccc2)cs1	-24	2	0.2	-4	-2	-1.5	13	2	-3
17	OCC[C@H]1C[C@@H](O)[C@H](O)[C@]2(Cc3ccccc3CCO2)O1	-1	-14	-0.6	4	0	-0.1	5	3	-11
18	CNC(=O)CN1C(=O)NC2(CCc3ccccc32)C1=O (configuration not stated)	6	-6	1.9	9	-4	0.3	-10	10	-9
19	COc1ccccc1/C=C1\SC(=O)N(CC(=O)NCCCn2ccnc2)C1=O	-9	-24	-1.5	1	-6	-0.5	-2	5	-21
20	COc1ccc(-c2csc(CCN3N=C(C)CC3=O)n2)cc1	-18	6	-2.3	2	-4	-1.3	0	7	-4
21	O=Cc1cc(OCc2ccccc2)ccc1[B-](F)(F)F	.	-12	.	7	4	.	-8	1	.
22	CCCn1nc2cc(C(=O)NC3CCc4ccccc43)ccc2c1OCC (configuration not stated)	-15	9	3.4	2	-8	-1.1	-5	4	4
23	CCCN1CCc2nc(SCC(=O)Nc3ccc(C)c(Cl)c3)[nH]c(=O)c2C1	-12	-19	-0.7	3	-4	-0.7	-8	0	-8
24	NC(=O)c1cc2ccccc2o/c1=N\NC(=O)c1ccco1	2	1	-0.6	5	-1	-0.2	-10	3	6
25	COc1ccccc1NC(=O)c1ccc(NC(=O)CSc2nc(N)cc(=O)[nH]2)cc1	-1	16	-0.4	-1	-4	0.5	0	0	1
26	CC1(C(=O)NCc2ccccc2)CCC(=O)N1CCc1c[nH]c2ccccc12 (configuration not stated)	.	4	.	-10	-3	.	22	1	.
27	O=C(CSc1nc2ccccc2s1)N1CCCCC1	-25	-3	-0.8	13	-4	-0.5	-17	7	-5
28	CCOc1ccc(-c2c(C(=O)N/N=C/C3CC=CCC3)nnn2-c2nonc2N)cc1 (configuration not stated)	-19	-13	-1.2	11	-2	1.5	-9	2	1
29	CCC(C)c1ccccc1NC(=O)C(C)OC(=O)CN1C(=O)NC(C)(C)C1=O (configuration not stated)	1	-2	0.7	6	1	0.2	-3	1	-5
30	O=C(OCc1ccc(Br)cc1)c1cnc(Cl)c(Cl)c1	-8	3	-1.6	10	-2	-0.1	-12	-4	-6
31	Cc1cccc(N=Nc2c(O)[nH]c3ccc(Br)cc23)c1	0	-17	1.0	4	-3	-0.1	-4	1	-4
32	CC(C)c1ccc(NC(=O)C2CCN(c3ncnc4c3nc3n4CCCCC3)CC2)cc1	-21	7	-0.2	-2	-4	3.2	-1	-1	-5
33	Cc1ccc(Cn2nc(C)c(/C=N/NC(=O)c3cccnc3)c2C)cc1	5	-4	-1.5	14	-1	-0.7	-16	2	-9
34	CCN1C(=O)c2ccc(C(=O)NCc3ccc4c(c3)OCO4)cc2C1=O	-3	15	-0.5	-5	-3	0.5	0	2	2
35	CCC(c1nnnn1Cc1ccc(F)cc1)N1CCN(C)CC1 (configuration not stated)	6	10	-0.2	5	-6	-0.2	-3	8	-11
36	CCN(CC(=O)NCc1ccncc1)S(=O)(=O)c1ccccc1	-4	6	1.0	6	-4	0.4	-9	1	-4
37	CC1=C(C(=O)N(C)C)CC(CC(=O)NCCCN(C)C)C(=O)N1Cc1ccc(C(C)(C)C)cc1 (configuration not stated)	.	0	.	-1	-6	.	-2	1	.
38	CNc1cnn(-c2ccc(C)cc2)c(=O)c1Cl	-8	11	0.1	5	-2	1.3	-18	2	-3
39	CN(C)S(=O)(=O)c1cccc(NC(=O)C(c2ccccc2)c2ccccc2)c1	-14	-22	0.3	-7	-6	2.1	6	5	-8
40	COCCN1CN=C(Nc2nc3ccccc3s2)NC1	2	11	1.3	-3	-2	1.3	5	7	-4
41	COc1ccc(OCC(=O)NCc2ccc(Cl)cc2)cc1	-11	-10	-1.7	3	-5	0.4	-5	4	-4
42	O=C(Nc1ccc(S(=O)(=O)NC2=NCCCCC2)cc1)c1ccccc1Cl	-2	-7	2.0	1	-3	2.0	1	0	8
43	COc1ccccc1-c1nnc(SCc2ccccn2)n1C	-5	-6	0.9	4	-4	0.0	-2	9	-3
44	Fc1ccc2cnc(-c3ccccc3)c(-c3cc(C(F)(F)F)cc(C(F)(F)F)c3)c2c1	-42	-21	-0.1	7	-2	-0.1	4	3	7
45	O=C(Nc1ccc(Nc2ccccc2)cc1)C(Cl)Cl	8	6	0.5	-5	-5	13	2	-1	-8
46	COc1cc(OC)cc(-c2cc3ncccc3cn2)c1	-12	-3	-0.7	3	-4	-0.2	7	3	-2
47	O=C1N=C(N2C=CC(=C3C=CNC=C3)C=C2)/C(=C/N=NC(=O)c2ccccc2)S1	1	1	0.2	10	-1	0.4	-9	3	0
48	CC(OC(=O)c1cccc(S(=O)(=O)Nc2ccccc2F)c1)C(=O)NCc1ccc2c(c1)OCO2 (configuration not stated)	-15	-1	-0.3	-4	-4	1.9	-1	2	-1
49	CCC(C)NC(=O)c1ccc(N2CC3CC(C2)c2cccc(=O)n2C3)c(NC(=O)c2ccc(Br)o2)c1 (configuration not stated)	-12	-19	0.3	0	-1	-1.1	5	1	-9
50	CCOc1ccc(/C=C2\SC(=S)N(CCC(=O)O)C2=O)cc1	-6	-10	-0.2	9	-1	-0.1	-9	2	-2
51	COC(=O)c1ccc(NS(=O)(=O)c2ccc(SC)cc2)cc1	1	-1	9.9	2	6	14	-4	28	-11
52	Fc1ccc(CNC2CCN(Cc3ccccc3)CC2)cc1	-10	-16	-0.1	2	-9	0.5	-6	2	0
53	COc1ccc(/C=C/C(=O)NNC(=O)C(C)Oc2ccccc2F)cc1OC (configuration not stated)	-11	-6	0.7	9	-2	1.0	-9	3	-4
54	O=C(NNc1ccccc1Br)C(=O)n1ccc2ccccc21	-2	-28	-0.5	-2	-4	0.5	-3	0	0
55	CC1CN(S(=O)(=O)N2CCOCC2)CCN1S(=O)(=O)N1CCOCC1 (configuration not stated)	-15	9	1.2	8	8	-0.1	-9	6	-7
56	O=C(Nc1ccc(F)cc1)Nc1ccc(N2CCOCC2)c2nonc12	-17	34	-2.5	-7	-5	-1.1	4	10	-3
57	Cc1cc(C)c2oc(-c3ccc(C)c(NC(=S)NC(=O)c4cccs4)c3)nc2c1	-7	-10	0.5	2	-3	0.3	4	8	-2
58	CCn1c2ccc(F)cc2c2nnc(NN)nc21	-23	19	-1.3	2	-6	0.9	2	1	0
59	O=C(COc1ccccc1/C=C1\SC(=O)NC1=O)Nc1ccc(F)cc1	-4	14	0.0	0	0	5.3	2	7	0
60	Cc1ccc(C(=O)Nc2c3c(nn2C(C)(C)C)CS(=O)(=O)C3)cc1[N+](=O)[O-]	-1	-15	1.1	16	5	2.3	-10	4	-4

Additional structures.
#	SMILES	CHO parental Ca	TAAR1 antagonist	OXTR agonist	M1 PAM	CHRM1 agonist	V1aR counter	CHRM1 antagonist	TAAR1 ag	OXTR potentiate
61	CN(C)c1ccc([N+](=O)[O-])cc1C(=O)O	-5	6	0.3	-2	-1	-0.1	0	0	0
62	CCCCCCCCCCCCC(=O)CCCCC(=O)O	-2	18	0.7	5	-1	1.5	-12	1	0
63	CC(C)C[C@H](NC(=O)c1nc[nH]c1C(=O)N1CCC(C)CC1)C(=O)OC(C)(C)C	-20	23	-2.3	11	-5	-1.1	-11	1	-5
64	CC(C)(C)c1ccc(S(=O)(=O)NC(=O)C2(C)CCN2C(=O)c2cccc3ccccc23)cc1 (configuration not stated)	.	-15	.	2	1	.	-2	46*	.
65	CC(C)OCCCNC(=O)c1ccc(N(C)S(C)(=O)=O)cc1	-1	9	0.3	7	-3	0.9	-1	7	-3

Profiles, quoted from the list.
Record of CC(C)(C)c1ccc(S(=O)(=O)NC(=O)C2(C)CCN2C(=O)c2cccc3ccccc23)cc1 (configuration not stated) → CHO parental Ca = .; TAAR1 antagonist = -15; OXTR agonist = .; M1 PAM = 2; CHRM1 agonist = 1; V1aR counter = .; CHRM1 antagonist = -2; TAAR1 ag = 46*; OXTR potentiate = .
Record of CC(C)OCCCNC(=O)c1ccc(N(C)S(C)(=O)=O)cc1 → CHO parental Ca = -1; TAAR1 antagonist = 9; OXTR agonist = 0.3; M1 PAM = 7; CHRM1 agonist = -3; V1aR counter = 0.9; CHRM1 antagonist = -1; TAAR1 ag = 7; OXTR potentiate = -3
